# Bioassay records from PubChem.
# sPLA2-III inh: Blocks human group III sPLA2 activity. AID 743126. Q9NZ20. 370,000 tested, 0.56% active. inhibition, % at 12.2 µM. QFRET BODIPY PC-A2 liposome hydrolysis, fluorescence;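 active means inhibition above mean plus 3 SD of compounds lying within the high and low control bounds, cut at about 19% in these data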;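 further: 0% = median of test compound wells and 100% = no enzyme DMSO wells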
# hgDAF-12 ag: hgDAF-12 agonism, primary luciferase screen; HEK293 GAL4-hgDAF12 UAS-luciferase reporter, agonist luminescence; normalized to butyrate control; activation, % at 6.8 µM; 370,000 tested, 1.8% active;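 active means activation above a cutoff set at the mean of all screened compounds plus 3 SD, cut at about 10% in these data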;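 further: 0% = DMSO wells and 100% = sodium butyrate wells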
# ADAM10 inh: inhibits human ADAM10; O14672; 370,000 tested, 0.62% active; AID 720582; inhibition, % at 7 µM; recombinant ADAM10, EDANS/DABCYL FRET peptide cleavage, 3 h;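 active means inhibition above a per-campaign cutoff equal to the mean of compounds falling between control-based bounds plus 3 SD, cut at about 20% in these data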;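 further: 0% = DMSO wells while the 100% control is not disclosed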
# DAX1 inh-1: DAX1 (NR0B1) inhibition, primary screen. HEK293T StAR-luciferase reporter, SF-1/DAX-1 repression relief. inhibition, % at 6.8 µM. 370,000 tested, 1.1% active. AID 652010;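 active means inhibition above the mean over all tested compounds plus 3 SD, cut at about 3.6% in these data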;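 further: 0% = DAX-1 cells with DMSO and 100% = cells lacking DAX-1 with DMSO; higher inhibition means more luminescence from relief of DAX-1 repression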
# hcDAF12 agonist: activates DAF-12 receptor from parasite H. contortus; HEK293 hcDAF-12 lit1-tk-luc reporter, luminescence; 0% DMSO, 100% Δ7-dafachronic acid; activation, % at 6.8 µM; 370,000 tested, 1.4% active; AID 652067;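 active means activation above the mean of all tested compounds plus 3 SD, cut at about 5.5% in these data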;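 further: 100% = response to 3 µM Δ7-dafachronic acid high control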
# GC-A act: GC-A (human) enzyme activation; HEK293 GC-A cells, cGMP TR-FRET, EC30 ANP; 0% at EC30 ANP, 100% saturating ANP; activation, % at 10 µM; 370,000 tested, 0.14% active; AID 1671463; in the data active means activation above about 40%
# Target sequence (P16066 whole entry, looked up): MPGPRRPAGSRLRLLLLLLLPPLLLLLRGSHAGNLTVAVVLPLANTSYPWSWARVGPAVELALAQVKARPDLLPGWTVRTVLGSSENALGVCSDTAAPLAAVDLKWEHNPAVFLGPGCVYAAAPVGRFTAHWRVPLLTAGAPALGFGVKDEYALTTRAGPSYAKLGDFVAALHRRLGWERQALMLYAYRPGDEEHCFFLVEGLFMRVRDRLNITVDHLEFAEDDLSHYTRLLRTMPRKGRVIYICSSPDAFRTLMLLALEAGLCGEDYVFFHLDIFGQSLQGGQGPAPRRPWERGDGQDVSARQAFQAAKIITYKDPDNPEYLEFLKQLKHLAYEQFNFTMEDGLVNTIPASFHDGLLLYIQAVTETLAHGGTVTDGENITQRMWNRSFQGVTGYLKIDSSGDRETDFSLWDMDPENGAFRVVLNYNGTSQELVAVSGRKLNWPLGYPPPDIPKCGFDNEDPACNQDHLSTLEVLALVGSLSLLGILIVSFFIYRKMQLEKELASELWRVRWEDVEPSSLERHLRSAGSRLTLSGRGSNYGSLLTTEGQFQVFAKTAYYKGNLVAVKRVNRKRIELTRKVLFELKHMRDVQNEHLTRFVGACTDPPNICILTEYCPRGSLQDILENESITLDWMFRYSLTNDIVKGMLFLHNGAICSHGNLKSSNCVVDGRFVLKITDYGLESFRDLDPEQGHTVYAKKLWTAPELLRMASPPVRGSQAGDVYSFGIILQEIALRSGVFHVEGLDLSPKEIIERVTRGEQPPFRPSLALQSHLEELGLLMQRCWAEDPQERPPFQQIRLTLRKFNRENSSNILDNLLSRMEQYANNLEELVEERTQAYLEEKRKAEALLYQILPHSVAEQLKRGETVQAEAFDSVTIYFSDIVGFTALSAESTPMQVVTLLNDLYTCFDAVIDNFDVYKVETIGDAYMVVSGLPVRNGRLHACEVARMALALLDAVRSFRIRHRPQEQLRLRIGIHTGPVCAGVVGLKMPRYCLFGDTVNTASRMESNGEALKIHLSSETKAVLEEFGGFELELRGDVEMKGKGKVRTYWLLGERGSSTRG
# FXN GAA850 act: increases GAA850 frataxin promoter reporter activity. HEK293 lucGAA850 FXN promoter luciferase reporter, 24 h; percent of 10 µM SAHA response. activation, % at 6 µM. 360,000 tested, 0.56% active;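 active means activation above the average of all compounds screened plus 3 SD, cutoff fixed separately per campaign, cut at about 7.5% in these data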;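 further: 0% = DMSO wells and 100% = 10 µM SAHA wells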
# SMARCA2 activ: SMARCA2 function activation, primary screen | MG213 cells, MMTV-luciferase reporter, dexamethasone, overnight | activation, % at 9.1 µM | 370,000 tested, 1% active | AID 652017; in the data active means activation above about 7.8%;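 further: 0% = vehicle wells and 100% = reference activator wells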
# DAX1 inh-2: inhibits human nuclear receptor DAX1; P51843; HEK293 Gal4-DAX1 luciferase reporter, luminescence; inhibition, % at 6.75 µM; 340,000 tested, 0.99% active; AID 504766;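 active means inhibition above the mean over all tested compounds plus 3 SD, cut at about 4.2% in these data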;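 further: 0% = DAX1-transfected cells with DMSO and 100% = empty-vector control cells with DMSO; inhibition shows as a rise in luminescence from relieved DAX1 repression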
# GC-B act: GC-B (human) receptor activation. 370,000 tested, 0.11% active. P20594. activation, % at 10 µM. HEK293-GC-B cells, CNP EC30, cGMP TR-FRET; 0% at EC30 CNP, 100% saturating CNP;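 active means activation at 10 µM reaching about 35% in either raw or pattern-adjusted values, limit read from the data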
# ssDAF12 agonist: S. stercoralis DAF-12 activation, primary screen; HEK293 ssDAF-12/GRIP1 lit1-tk-luc reporter, luminescence; % of 3 µM dafachronic acid response; activation, % at 6.8 µM; 370,000 tested, 1% active;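 active means activation above the mean over all tested compounds plus 3 SD, cut at about 0.9% in these data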;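 further: 0% = DMSO-only wells and 100% = 3 µM delta7-dafachronic acid wells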
# Numbers without * were called inactive; x = no result given.
SMILES,sPLA2-III inh,hgDAF-12 ag,ADAM10 inh,DAX1 inh-1,hcDAF12 agonist,GC-A act,FXN GAA850 act,SMARCA2 activ,DAX1 inh-2,GC-B act,ssDAF12 agonist
CS(=O)(=O)CCC(C(=O)OCc1ccc(Cl)cc1)N1C(=O)c2ccccc2C1=O (centres undefined),9.2,0.8,-0.1,-0.7,0.3,1.1,2.7,0.8,0.2,4.3,-0.9
Cn1c(SCc2ccc(F)cc2)nnc1-c1ccncc1,8.6,-0.1,-5.1,0.2,-0.4,-0.4,-0.6,-1.4,3.4,1.6,-1.0
O=C(NN=C1CCCC1)c1cccs1,-0.5,21.6*,2.8,4.4*,7.0*,2.8,3.7,3.0,3.1,-5.9,0.6
O=C(NC1CCCCC1)N1CCN(c2ccccc2)CC1,11.4,-0.4,-7.6,-0.5,-0.8,3.1,2.9,-2.9,2.1,3.1,-1.3
CC(C)(C)n1nc2c(c1NC(=O)c1ccccc1S(=O)(=O)C(F)F)CS(=O)(=O)C2,2.0,-2.3,-5.7,-0.7,1.7,2.3,-1.9,-0.5,0.0,-0.8,-0.9
O=[N+]([O-])c1nn(-c2ccc3c(c2)OCCO3)n(O)c1=Nc1ccccc1,-8.2,-18.7,2.8,-4.1,-8.6,3.5,-14.4,-10.8,-5.8,-1.4,-3.9
CCN(CC)CC(O)COCCC12CC3CC(CC(C3)C1)C2 (centres undefined),3.0,1.0,2.7,0.0,-0.7,1.1,4.2,0.1,-0.3,2.5,-1.8
Cn1c(SCC(=O)NCCN2C(=O)CSC2=O)nnc1-c1ccccc1,1.3,-1.5,-2.2,0.4,-0.8,-1.3,3.1,0.1,-0.9,0.7,-0.9
Cc1ccc(/C=N/NC(=O)c2nnn(-c3nonc3N)c2CN(C)C)o1,2.6,2.0,2.1,-0.5,-1.7,7.4,-0.5,-2.4,0.5,3.6,-1.0
CCO[C@H]1OC(C(=O)N2CCCCCCC2)=C[C@@H](C2CCCCC2)[C@@H]1CCCO,0.3,-0.1,-3.5,-0.6,-2.2,-5.1,0.2,-0.1,0.4,-4.2,-1.7
CCN(CC)c1nc2n(c(=S)n1)CCS2,-3.3,1.1,1.2,0.0,-1.6,0.9,2.2,5.6,1.1,2.5,-1.1
COc1ccc(N(CC(=O)Nc2cccnc2)S(=O)(=O)c2ccc(C)cc2)cc1Cl,-21.9,0.6,-1.8,0.1,-1.5,-5.0,0.0,0.9,-0.5,-2.9,-1.7
Cc1ccc(S(=O)(=O)N2CCN(C(=O)c3sccc3-c3ccccc3)CC2)cc1,2.3,-2.0,-4.6,-0.5,-2.2,-2.9,-0.4,-3.9,-0.5,1.4,-1.6
CN(C)CCCNC(=O)c1ccc(=O)[nH]n1,2.8,-0.5,4.1,0.4,-1.0,1.9,1.1,2.7,2.4,6.5,-1.0
O=C1c2ccccc2S(=O)(=O)N1Cc1ccccc1[N+](=O)[O-],-0.8,0.9,-0.3,0.1,-1.8,2.7,-1.3,-2.5,0.4,1.4,-1.7
CC1CCc2c(sc3ncnc(NCCN4CCOCC4)c23)C1 (centres undefined),10.5,-1.7,-32.0,0.5,0.6,-0.2,2.8,2.3,1.0,-0.7,-1.0
CCCS(=O)(=O)NC(=O)C1(C)CCN(C(=O)c2cc(F)cc(F)c2)C1 (centres undefined),5.4,1.1,-24.2,0.5,-0.1,-1.4,-0.4,2.9,x,-3.1,-0.4
Cc1nc(SCC(=O)c2cc3ccccc3oc2=O)c(C#N)c(-c2ccccc2)c1C(=O)Nc1ccccc1,3.2,-2.0,6.3,0.0,2.2,-4.6,0.3,-2.8,2.6,9.1,-1.3
Cc1ccc(C(=O)OC(C)C(=O)NC2CCCCC2C)s1 (centres undefined),12.2,-0.6,-2.0,0.3,-1.2,-0.3,0.6,-3.0,-0.4,-0.3,-1.5
CSc1ncccc1C(=O)N1CCN(S(=O)(=O)c2ccc(F)cc2)CC1,5.1,-1.5,6.5,0.0,1.9,-1.1,2.5,-1.6,1.4,4.2,-1.2

# Single entries from the entries so far:
# GC-A act with `CSc1ncccc1C(=O)N1CCN(S(=O)(=O)c2ccc(F)cc2)CC1` stands at -1.1
# sPLA2-III inh with `O=[N+]([O-])c1nn(-c2ccc3c(c2)OCCO3)n(O)c1=Nc1ccccc1` stands at -8.2

# Remaining list, next part:
SMILES,sPLA2-III inh,hgDAF-12 ag,ADAM10 inh,DAX1 inh-1,hcDAF12 agonist,GC-A act,FXN GAA850 act,SMARCA2 activ,DAX1 inh-2,GC-B act,ssDAF12 agonist
CSc1nc(O)c(Cc2ccccc2)c(=O)[nH]1,-3.6,-2.1,5.5,0.1,0.2,-3.0,5.3,-1.9,0.0,3.9,-1.4
CC(c1ccccc1)n1c(N2CCN(C)CC2)nc2c1c(=O)[nH]c(=O)n2C (centres undefined),-5.2,-0.6,8.3,-0.3,-0.8,-2.5,2.1,2.1,-0.8,1.6,-0.8
COc1ccc(CC(=O)Nc2nc3ccc(F)cc3s2)cc1S(=O)(=O)N1CCOCC1,1.0,0.5,-5.4,-0.3,-0.2,10.4,1.0,-3.0,0.3,2.1,-0.7
O=C(CCNC(=O)c1ccc(Br)cc1)NCCCc1ccccc1,2.0,-0.3,-12.8,0.6,-1.5,-5.2,0.4,-1.0,-1.1,-5.1,-0.8
CCCNC(=O)C1(C)CCN(Cc2ccc(-n3ccnc3)cc2)C1 (centres undefined),4.9,-1.1,-27.0,0.5,-0.8,2.6,0.8,-3.1,x,-0.5,-1.4
O=C(C(Sc1ccccc1)c1ccccc1)N1CCN(c2ccccc2F)CC1 (centres undefined),-8.1,-1.7,13.5,-1.5,-2.9,-0.2,0.1,-4.1,-0.4,0.3,-1.8
CCCC1=NN(C(=O)CCc2ccccc2O)C(O)(C(F)(F)F)C1 (centres undefined),-12.2,2.6,-4.3,-0.8,0.0,-1.4,0.6,-2.5,-0.8,-0.3,-1.3
CCOC(=O)c1ccccc1NC1c2ccccc2C(=O)N1c1ccc(C)cn1 (centres undefined),6.7,15.2*,-15.2,2.7,2.7,-21.8,1.8,2.1,1.0,-10.9,0.2
CCOc1ccc(N(C)S(=O)(=O)c2ccc3[nH]cc(C(=O)NCCCOC)c(=O)c3c2)cc1,-10.4,-1.4,0.3,-0.5,0.3,1.2,1.3,0.5,-0.2,-0.6,-1.5
COc1ccc(CNC(=O)Cn2nc([N+](=O)[O-])c(Br)c2C)cc1,3.5,-2.3,-1.0,0.1,-1.1,-4.7,2.5,-2.8,-1.0,-0.4,-1.6
Cc1ccc(OCC(=O)Nc2cccc(S(=O)(=O)NC3=NCCCCC3)c2)cc1C,-8.4,-1.3,-7.0,-0.1,-1.6,2.9,1.4,-2.9,0.0,5.3,-0.8
COc1ccc(-c2csc3ncnc(NCCN4CCOCC4)c23)cc1,-2.7,2.5,-2.4,-0.4,-2.0,0.9,-4.8,-2.0,0.3,-2.4,-1.6
Cc1ccccc1C(=O)NC1CC2CCCC(C1)N2C(=O)Nc1ccccc1 (centres undefined),1.9,1.9,-2.9,0.4,-0.9,5.6,-0.5,2.7,-0.2,1.5,-1.1
CCOC(=O)CN1C(=O)COc2ccc(C(C)(C)C)cc21,-2.6,0.7,-3.7,-0.3,2.6,5.0,-1.7,0.7,-0.2,4.1,-0.1
CN(C)CCCNC(=S)N(CCCO)Cc1cc2cc3c(cc2[nH]c1=O)OCO3,0.5,15.7*,-156.3,1.1,4.8,0.6,1.4,7.1,-0.2,0.4,0.5
O=C1NC(=O)C(c2ccc(Cl)cc2Cl)N1 (centres undefined),-1.9,-0.4,-10.7,-0.4,-0.5,0.5,-0.5,-2.1,-2.1,0.6,-0.9
O=C(O)c1cccc(NC(=S)N/N=C/c2ccccn2)c1,-0.9,6.7,-0.4,2.2,3.3,-1.2,4.1,4.7,-4.9,-0.5,-0.9
CCc1ccc(CN(C)C(=O)c2ccc3c(=O)n4c(nc3c2)CCC4)cc1,-2.0,3.2,-2.3,0.4,-1.0,1.6,0.7,0.4,0.6,4.5,-1.0
CCc1ccc(NC(=O)[C@H](Cc2c[nH]c3ccccc23)NC(=O)[C@@H]2Cc3ccccc3CN2)cc1,-14.1,-2.1,-12.1,-4.1,1.5,-1.1,-9.3,1.5,-2.6,0.0,-1.4
Cc1cccc(C)c1NC(=O)c1cn(-c2ccccc2)nc1-c1ccccc1,-4.6,1.1,10.0,0.3,-0.5,-3.7,-0.6,-5.4,0.4,0.1,-1.2
CCCCNC(=O)Cn1c(=O)c2c(ncn2CC)n(Cc2ccccc2)c1=O,3.5,-1.4,4.6,-0.1,-1.1,7.3,1.0,-2.2,1.7,8.8,-1.1
Cc1ccsc1C(=O)OCC(=O)c1cc(C)n(C)c1C,-0.7,3.5,3.0,4.8*,4.7,3.8,-6.2,-0.2,-2.5,4.8,-0.1
Cc1sc(NC(=O)CSC2=NCCS2)nc1-c1ccccc1,-6.7,-3.1,2.4,-1.6,-2.4,-0.8,0.0,-5.2,-1.8,-0.2,-1.7
CCCCCOC(=O)c1ccc(OC(=O)c2cncc(Br)c2)cc1,-5.5,1.3,5.7,0.0,-0.5,0.2,4.4,1.5,0.8,-8.5,-0.5
COc1ccc(-n2nnnc2SCC(=O)NCCc2ccccc2)cc1OC,-2.9,0.5,1.2,-0.3,-0.7,-2.8,1.5,1.1,-1.9,-5.9,-1.5
C/C(=N\NC(=O)c1nn(C)c(C)c1Br)c1ccc(NC(=O)c2ccc(C)s2)cc1,6.1,17.4*,11.2,3.5,3.2,-4.6,4.6,7.5,2.0,4.8,0.1
COC(C[C@H]1O[C@H]1[C@@H](O)[C@@H](C)OCc1ccccc1)OC,-0.9,0.1,-2.1,-0.6,-0.4,-0.5,0.1,2.0,1.1,-0.4,-0.8
O=c1[nH]c2cc([N+](=O)[O-])c(NCCO)c([N+](=O)[O-])c2[nH]1,5.0,-0.1,3.2,-0.4,0.0,-5.3,0.4,1.8,x,-2.8,-1.2
CC1=C(C(=O)OC2CCCCC2)C(c2cccc([N+](=O)[O-])c2)NC(=O)N1 (centres undefined),8.9,-4.1,8.3,0.3,-2.2,-31.0,1.0,-2.6,-1.6,-5.8,-1.4
CS(=O)(=O)c1ccc(Cl)c(NC(=O)COC(=O)c2cccc(C#N)c2)c1,4.3,-3.3,-11.1,-0.2,0.0,1.2,-1.2,-2.0,0.1,5.7,-0.9
COC(=O)c1c(NC(=O)Cc2cccs2)sc(C)c1C,0.0,-2.4,-8.3,-0.7,-0.1,-3.3,1.3,-0.6,-0.5,-1.5,-1.0
C=CCCC(=O)N1CCC(C(=O)NC2CCCc3ccccc32)CC1 (centres undefined),7.0,2.9,-1.7,-0.3,-3.6,6.4,x,-1.6,x,-3.6,-0.7
O=C(CSc1ccccc1)N1CCCC(N2CCN(c3cccc(Cl)c3)CC2)C1 (centres undefined),5.1,-1.2,2.5,1.7,1.6,-0.2,-1.1,-1.9,-1.0,14.9,-1.0
CN(C)S(=O)(=O)c1ccc(N2CCCC2)c(C(=O)NC(c2ccccc2)c2ccccc2)c1,0.2,0.7,-4.3,-0.7,-0.6,-9.2,-2.3,0.6,2.2,-4.3,-2.0
